# Screening data (PubChem)
# beta cell repl: inducers of beta-cell replication in MIN6 cells | proliferation, % at 10 µM | MIN6 cells proliferation, ATPlite luminescence, 48 h; cells starved in 0.2% serum; 100% = growth in 10% serum | actives 0.29% (n = 330,000);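 active means compounds whose signal lies at least 3.5 SD above the mean of all wells on their plate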;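 further: 0% = DMSO-treated cells in low-serum medium and 100% = 10% serum control; some compounds called inactive have numbers as strong as hits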
# APOBEC3G inh: inhibitors of human APOBEC3G DNA deaminase | recombinant A3G, ssDNA deamination FAM/TAMRA fluorescence | actives 0.28% (n = 330,000) | inhibition, % at 20 µM | Q9HC16 | AID 493012;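 active means inhibition of at least 40% at 20 µM, with no more than 30% in the related APOBEC3A deaminase screen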;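 further: plate controls were DMSO wells with A3G for no effect and wells lacking A3G enzyme for full effect; some compounds called inactive have numbers as strong as hits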
# Target sequence (Q9HC16 whole entry, looked up): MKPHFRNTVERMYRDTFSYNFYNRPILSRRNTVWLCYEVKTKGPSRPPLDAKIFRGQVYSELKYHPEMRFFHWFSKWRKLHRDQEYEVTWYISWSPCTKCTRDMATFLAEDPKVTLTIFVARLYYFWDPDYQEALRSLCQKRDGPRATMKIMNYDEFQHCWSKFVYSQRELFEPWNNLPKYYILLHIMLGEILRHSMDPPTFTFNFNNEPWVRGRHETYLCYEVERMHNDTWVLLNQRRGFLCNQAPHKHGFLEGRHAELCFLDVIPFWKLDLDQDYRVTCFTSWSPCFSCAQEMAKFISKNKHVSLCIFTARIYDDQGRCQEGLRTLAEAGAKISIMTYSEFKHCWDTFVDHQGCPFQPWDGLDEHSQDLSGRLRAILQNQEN
# mIAP block: blocks mouse intestinal alkaline phosphatase; purified mouse IAP, CDP-Star luminescence, 30 min; inhibition, % at 10 µM; actives 0.2% (n = 330,000);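 active means inhibition of at least 40% at 10 µM in the primary screen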;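 further: plate controls were DMSO with enzyme for no effect and no enzyme wells for full effect; values of inactives mirror those of a sister screen read the other way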
# hIAP activ: human IAP activation; P09923; purified human IAP, CDP-Star luminescence, 30 min; hits give high values; 1 = vehicle-only enzyme, 0 = enzyme-free background; activation factor at 10 µM; actives 0.16% (n = 330,000);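 active means activation factor of the enzyme at least 2-fold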; further: the source names both 10 and 20 µM as test concentration; values of inactives mirror those of a sister screen read the other way
# APOBEC3A inh: blocks human APOBEC3A ssDNA deamination; P31941; recombinant A3A, FAM/TAMRA ssDNA deamination fluorescence; inhibition, % at 20 µM; actives 0.41% (n = 330,000);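 active means at least 40% inhibition at 20 µM here, with at most 30% in a related deaminase screen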;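 further: plate controls were A3A with DMSO for no effect and wells lacking A3A enzyme for full effect; some results filed as inactive read as strong as hits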
# Target sequence (P31941 whole entry, looked up): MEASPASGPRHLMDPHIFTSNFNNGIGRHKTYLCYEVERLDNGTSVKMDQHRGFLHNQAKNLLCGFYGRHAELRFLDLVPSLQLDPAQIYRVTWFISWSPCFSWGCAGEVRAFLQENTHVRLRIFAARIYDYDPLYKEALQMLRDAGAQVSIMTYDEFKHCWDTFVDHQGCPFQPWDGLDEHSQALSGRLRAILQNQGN
# NR3A LBD binder: modulates the human NR3A ligand-binding domain. NR3A LBD differential scanning fluorimetry, Tm shift; 0% = protein alone, 100% = glycine-bound protein. Tm shift relative to glycine control, % at 25 µM. actives 2.5% (n = 340,000);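 active means melting temperature shift of at least 10% of the positive control shift, at one fixed dose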
# MPTP block: permeability transition pore inhibition | actives 1.4% (n = 360,000) | inhibition, % at 10 µM | isolated mouse mitochondria, Ca2+ swelling absorbance, 30 min | AID 602449;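 active means inhibition of 50% or more, scaled per plate between neutral and stimulator controls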;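 further: 0% = DMSO wells given calcium and 100% = 1 mM EGTA wells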
# mIAP act: increases mouse intestinal alkaline phosphatase activity | muIAP, CDP-Star luminescence, 30 min; hits give high values; 1 = vehicle-only enzyme signal, 0 = enzyme-free wells | activation factor at 10 µM | actives 0.24% (n = 330,000) | AID 2805;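 active means activation factor of at least 2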; further: the source names both 10 and 20 µM as test concentration; values of inactives mirror those of a sister screen read the other way
#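 System: mouse IAP enzyme. Reagent: CDP-Star chemiluminescent phosphatase substrate. Benchmarks: DMSO wells, no-enzyme wells. Times: 30 min enzyme-substrate-compound incubation at room temperature. Detection: luminescence from enzymatic CDP-Star hydrolysis. Doses: test compounds delivered from DMSO solution.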
# hIAP block: blocks human intestinal alkaline phosphatase | P09923 | purified IAP, CDP-Star luminescence, 30 min | inhibition, % at 10 µM | actives 0.12% (n = 330,000) | AID 2544;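 active means inhibition reaching a set limit with compound at 10 µM in the primary screen, cut at about 35% in these data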;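 further: plate controls were DMSO wells with enzyme for no effect and no-enzyme buffer wells for full effect; values of inactives mirror those of a sister screen read the other way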
# * = called active by the depositor; x = not tested or not shown; & = joins results of further samples. This is a random part of the collection; about 5% have a hit in one of these screens.
SMILES,beta cell repl,APOBEC3G inh,mIAP block,hIAP activ,APOBEC3A inh,NR3A LBD binder,MPTP block,mIAP act,hIAP block
O=C(NCc1ccc(Cl)cc1)C(=O)NCC(c1ccco1)N1CCOCC1 (stereo not given),-1,-5,-8,0.93,-2,-3,0.6,1.1,8
O=S(=O)(Nc1cccc(CO)c1)c1cccs1,-2,-12,-6,0.86,-4,3,4.0,1.1,14
COc1ccc(-c2coc3cc4oc(=O)c5ccccc5c4cc23)cc1F,-4,-5,14,0.93,0,7,2.6,0.86,7
COC(=O)C(NC(C)=O)(Nc1ccc(Br)cc1)C(=O)OC,0,-2,6,1,-1,1,1.4,0.94,-2
CC(=O)Nc1nc(-c2ccccc2)nc(C)c1C(C)=O,1,-6,7,0.84,-2,0,0.1,0.93,16
COc1ccccc1NC(=O)CSc1nnc(C)n1Cc1ccccc1,-1,-2,7,0.97,-2,1,-0.5,0.93,3
Cc1ccc(S(=O)(=O)NCC(=O)N(CC(=O)NC2CCCCC2)Cc2ccco2)cc1,0,1,-6,0.97,4,-3,-0.4,1.1,3
COc1ccc(-n2cc3c(-c4cccc(Br)c4)nnc(C)c3n2)cc1,-4,0,19,1,1,-10,9.2,0.81,0
Cc1cc(C)cc(C(=O)Nc2cccnc2Cl)c1,-2,-8,5,1.2,-7,-3,-0.1,0.95,-16
O=C(NNC(=S)NCc1ccc(Cl)cc1)c1ccc2c(c1)OCO2,0,-1,-3,1.1,0,-2,0.5,1,-13
NCCc1cnc[nH]1,0,-4&-5,1,1.4,3&-1,-1&1,-3.3&-0.5,1,-22
COCC(C)NC(=O)c1ccccc1[N+](=O)[O-] (stereo not given),-1,-3,4,1.1,0,-3,-0.3,0.96,-7
O=C(c1ccc2c(c1)OCO2)C1CCCN(Cc2cccc(C(F)(F)F)c2)C1 (stereo not given),-5,-4,8,1,-1,-21,1.3,0.92,0
COc1ccc(S(=O)(=O)N/N=C(/C)c2ccncc2)cc1OC,0,0,-4,0.87,1,-1,0.2,1,13
CC(=O)c1c(C)[nH]c(C(=O)COC(=O)CCOc2ccc(C)cc2)c1C,3,-9,1,0.95,-3,0,-2.4,0.99,5
CCCCCCNCc1c(F)cccc1Cl,0,-3,-2,1.2,1,0,2.1,1,-15
CCN(CC(=O)Nc1ccc(N2CCOCC2)cc1)C(=O)Cc1ccccc1,1,-7,-9,1.1,-5,2,-0.2,1.1,-12
Cn1c(=O)c2c(nc(SCCN3CCCCC3)n2Cc2ccccc2)n(C)c1=O,-1,-3,3,1,-3,-2,0.0,0.97,-2
O=C(Nc1ccc(S(=O)(=O)NC2=NCCCCC2)cc1)c1ccc2ccccc2n1,-3,1,3,0.95,5,-2,-0.1,0.97,5
COc1ccc(C(=O)O)cc1S(=O)(=O)Nc1cc(Cl)ccc1N1CCOCC1,3,-5,-12,0.9,-3,0,-2.0,1.1,10
N#Cc1ccccc1S(=O)(=O)N1CCN(CC(=O)Nc2ccccc2C(=O)NC2CC2)CC1,6,-8,5,1,-3,3,-2.9,0.95,-1
Cc1c(Cl)ccc2c(C(N)=O)cc(-c3ccccn3)nc12,0,-6,0,0.96,3,1,1.3,1,4
COc1ccc2[nH]c3c(=O)n(Cc4ccncc4)cnc3c2c1,3,-5,3,0.9,-1,-1,0.8,0.97,10
COc1ccccc1N1CCN(C2CCCN(S(=O)(=O)c3cccc(Cl)c3)C2)CC1 (stereo not given),0,-7,-1,0.98,0,0,-0.7,1,2
Cn1c(SCc2ccc(Cl)cc2)nc(C(F)(F)F)cc1=O,-6,-3,4,1,-4,4,0.6,0.95,0
CCCCn1c(-c2ccco2)nc2ccccc2c1=O,4,-6,-2,0.95,-3,-3,-0.5,1,5
COc1ccc(/C=N/NC(=O)c2cccnc2)cc1COc1ccc([N+](=O)[O-])c(C)c1,4,-5,-2,1.1,0,2,8.1,1,-6
CCCOC(=O)C[N+](C)(C)CCOC1CC2CCC1(C)C2(C)C (stereo not given),-5,-3,-13,1,3,-1,0.2,1.1,-4
O=C(NCC1COc2ccccc2O1)c1cn(Cc2ccc(F)cc2)nn1 (stereo not given),0,-2,-3,1.1,0,-1,-0.4,1,-13
O=C(N/N=C/c1cccnc1)c1cc2ccccc2cc1O,-2,0,6,1.1,2,0,-1.2,0.94,-7
COc1ccc(C(=O)NCC(=O)Nc2cccc(S(=O)(=O)NCc3ccco3)c2)cc1OC,0,-2,10,0.93,-3,-4,-0.3,0.9,7
O=C(CN(CC1CCCO1)C(=O)c1nsc(Cl)c1Cl)NC1CCCC1 (stereo not given),-1,-3,-1,0.9,0,0,1.2,1,10
CC(=O)c1cccc(NC(=S)NC2CCCCCCC2)c1,0,-4,-14,1.1,-4,-6,50*,1.1,-8
Cc1noc(C(=O)NC2CCCCC2)c1Cl,-4,2,2,0.95,3,-1,0.3,0.98,5
CC(=O)NNC(=O)c1csc(-c2csc(C)n2)n1,-1,-8,14,1.5,-1,0,1.3,0.86,-53
O=C1c2cc(O)cc(O)c2C(=O)c2c1cc(O)c([C@@H](CO)CCO)c2O,-4,9,24,0.8,13,1,4.9,0.76,20
COc1ccccc1[C@H]1C(c2ccc(F)cc2)=NN(c2ccccc2)[C@@H]1CO,x,4,-56,x,2,-6,-0.1,1.6,x
COc1ccc(/C=N/NC(=O)c2ccccc2)cc1OS(=O)(=O)c1ccccc1,-2,-6,17,1.1,-2,0,2.2,0.83,-13
CCOC(=O)c1cc(-c2ccc(OC)cc2)nn1-c1ccc(C(=O)O)cc1,0,-8,4,1.1,-1,-2,-0.4,0.96,-7
Cc1cccc(-c2nc(Nc3ccc(O)cc3)c3ccccc3n2)c1,-6,-2,6,0.93,7,45*,2.0,0.94,7
Cc1oc(C)c(S(=O)(=O)NCc2cccs2)c1C(=O)O,-2,-7,-3,1.3,-4,-1,1.0,1,-28
CSc1ncc(Cl)c(C(=O)Nc2cccc(Cl)c2)n1,-1,-5,8,0.81,-3,0,0.0,0.92,19
O=[N+]([O-])c1cc([N+](=O)[O-])c(Oc2cncc(Cl)c2)cc1NN1CCCCC1,-2,-9,4,0.91,-4,4,0.6,0.96,9
COc1cc(NC(=S)N2CCCC(CO)C2)c(OC)cc1Cl (stereo not given),6,-6,5,0.98,-4,-3,-0.3,0.95,2
CC1CCCC(NC(=O)NC(=O)CCl)C1C (stereo not given),-6,-5,7,0.97,-2,0,1.1,0.93,3

# Part of the list above, with bars between the fields:
Structure | beta cell repl | APOBEC3G inh | mIAP block | hIAP activ | APOBEC3A inh | NR3A LBD binder | MPTP block | mIAP act | hIAP block
Cn1c(=O)c2c(nc(SCCN3CCCCC3)n2Cc2ccccc2)n(C)c1=O | -1 | -3 | 3 | 1 | -3 | -2 | 0.0 | 0.97 | -2
O=C(Nc1ccc(S(=O)(=O)NC2=NCCCCC2)cc1)c1ccc2ccccc2n1 | -3 | 1 | 3 | 0.95 | 5 | -2 | -0.1 | 0.97 | 5
COc1ccc(C(=O)O)cc1S(=O)(=O)Nc1cc(Cl)ccc1N1CCOCC1 | 3 | -5 | -12 | 0.9 | -3 | 0 | -2.0 | 1.1 | 10

# (continued)
SMILES,beta cell repl,APOBEC3G inh,mIAP block,hIAP activ,APOBEC3A inh,NR3A LBD binder,MPTP block,mIAP act,hIAP block
CCOC(=O)[C@@H]1[C@H]2COc3ccc(Br)cc3[C@@H]2N2C(=O)N(c3ccc(Cl)cc3)C(=O)[C@@]12C,-6,-4,-1,1,2,0,2.1,1,-4
Cc1c(Cc2ccccc2)c(NCCN(C)C)n2c(nc3ccccc32)c1C#N,-5,-3,-20,1.1,-2,-1,-4.1,1.2,-6
CCS(=O)(=O)N1CCN=C1SCc1cccnc1,-2,-4,4,1.1,1,0,0.0,0.95,-8
COc1ccccc1-c1nnc(NC(=O)C(C)C)s1,3,1,1,0.79,1,-5,0.1,0.99,21
COc1ccc(N2CCN(CCNC(=O)Nc3cc(Cl)ccc3OC)CC2)cc1,2,-3,-12,1.2,-4,-3,0.9,1.1,-22
CCCCCCCNC(=O)CN1C(=O)CSc2ccc(S(=O)(=O)N3CCOCC3)cc21,3,-1,-1,0.87,-5,-2,-1.3,1,13
Cc1ccccc1-n1ncc2c1CC(C)(C)CC2NC(=O)C1CCC1 (stereo not given),-1,-6,0,1.2,-7,-3,0.2,1,-21
O=C(Cn1cnc2ccccc2c1=O)N(Cc1ccco1)c1ccc(O)cc1,3,0,5,0.95,1,-17,1.3,0.95,5
O=C(CCc1ccccc1)NCCc1ccc(F)cc1,-3,11,-5,0.95,2,-1,-1.0,1.1,5
CCn1cc(Cl)c(C(=O)Nc2ccccc2C(N)=O)n1,0,-2,-10,1.2,1,-1,0.5,1.1,-17
O=C(NC1CCCc2ccccc21)c1ccccn1 (stereo not given),-2,-5,-2,0.95,0,-1,-2.3,1,5
COCc1[nH]nc2c1C1(C(=O)Nc3ccc(F)cc31)C(C#N)=C(N)O2 (stereo not given),-1,-5,-9,1,-6,-2,1.4,1.1,-1
COc1ccc(N=C2C(=Nc3ccc(OC)cc3)N(c3ccccc3)C(=S)N2C(=O)c2ccc(Cl)cc2)cc1,-2,-14,15,0.94,-2,1,1.7,0.85,6
CN(CC(=O)NC(=O)NCc1ccccc1)CC(=O)Nc1ccc(Cl)c(Cl)c1,-6,-4,1,1.2,1,1,2.6,0.99,-17
CCOC(=O)c1ccc(NS(=O)(=O)c2cccc3nsnc23)cc1,-2,1,4,1.1,5,-6,-1.1,0.96,-5
CCOC(=O)c1c(C)n(C)c2ccc(OC)c(NC(=O)c3cccs3)c12,3,-5,12,1.1,-4,0,0.6,0.88,-6
Cc1ccc(C(=O)NCc2ccc3c(c2)CCO3)cc1C,-1,-7,0,1.2,-3,-2,-0.1,1,-18
Cc1cccc(NC(=O)CNC(=O)COc2ccc(C(=O)c3ccc(F)cc3)cc2)c1C,0,-3,12,1,0,1,6.8,0.88,-2
COc1ccc(C(=O)O/N=C(\N)Cc2cccs2)cc1OC,-4,-1,-7,1.1,0,-2,-2.1,1.1,-12
CCOC(=O)C1CCN(C(=O)CN2C(=O)C(C(C)C)Oc3ccccc32)CC1 (stereo not given),-2,-11,-4,1.3,-6,0,-0.2,1,-28
CCn1cc(C(=O)NP(=O)(Nc2ccc(C)cc2)Nc2ccc(C)cc2)c2ccccc21,-1,-8,0,0.95,0,4,2.1,1,5
Cn1nnnc1SCCNS(=O)(=O)c1ccccc1,1,-9,3,1.1,0,1,-1.2,0.97,-6
COc1ccc(CC(NC(C)=O)C(=O)NC2CCN(C(=O)c3ccc([N+](=O)[O-])cc3)CC2)cc1OC (stereo not given),-4,2,-1,1.1,6,0,0.9,1,-7
COCCCn1c(=O)/c(=C\c2ccccc2OC(C)C)s/c1=C(/C#N)C(=O)Nc1ccc(C(=O)O)cc1,-5,4,19,1,5,3,5.0,0.81,0
COC(=O)C1=C(C(=O)OC)SC2(S1)C(C(=O)OC)=C(C(=O)OC)SC1=C2c2cc(C)cc(C)c2NC1(C)C,0,-7,2,0.96,-4,-4,-1.4,0.97,4
COc1cc(NC(=O)CNc2ccc(Cl)c(S(=O)(=O)N3CCOCC3)c2)cc(OC)c1,-5,-2,-10,0.99,1,2,1.6,1.1,1
Cc1cc(C)c(-c2c(O)c3cnn(-c4ccccc4)c3[nH]c2=O)c(C)c1,0,0,9,0.96,3,0,0.6,0.91,4
Cc1cc(OCC(=O)NNC(=O)c2cccc(F)c2)ccc1Cl,-4,-9,11,1.5,-6,1,-3.5,0.89,-51
